YAP1 CTGF inhibition: reduction of CTGF mRNA in DLD1 cells – DLD1 colon cancer cells, RT-qPCR, single point, primary screen (AID 743449) | DLD1 CTGF mRNA qPCR, 24 h; active compounds read high | inhibition, % at 12.5 µM | 0.9% of 9,900 active;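 active = mean normalized replicate activity at least 50 and at least half of replicates each reaching 50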;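 also: 0% = neutral control wells and 100% = dasatinib control wells; higher means stronger suppression of CTGF expression like dasatinib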
Pax4 mRNA alpha TC1: activators of Pax4 gene expression, primary screen, RT-PCR, mouse alpha TC1 cells, single point (AID 1053180) | 0.2% of 9,600 active | mouse alpha TC1 cells, Pax4 mRNA qPCR, 6 days; active compounds read high; 100% = Pax4 plasmid added at qPCR | activation, % at 10 µM;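 active = highest normalized replicate activity of 15 or more, or at least half the replicates reach 15 or more; inactive = neither condition met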;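 also: pax4 Ct normalized to GAPDH with activation seen as lower delta delta Ct; plate controls were plate neutral control wells for no effect and Pax4 plasmid positive control for full effect; each compound tested in two replicate wells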
Starred values were filed as active, the others as inactive; · = not tested or not shown. Only part of the results is shown (hit frequency here may not be typical).

molecule | YAP1 CTGF inhibition | Pax4 mRNA alpha TC1
O=C(Nc1cccc(Cl)c1)N[C@@H]1CC[C@@H](CCn2cc(Cc3ccccc3)nn2)O[C@@H]1CO | 6 | 0.0
CC(C)C[C@H]1COCc2cn(nn2)CC[C@H](Cc2ccc(Cl)cc2)C(=O)N1 | -14 | 0.0
O=C(C[C@@H]1CC[C@@H]2NC[C@H](O)COC[C@H]2O1)Nc1ccc(-c2ccccc2)cc1 | -4 | 0.0
C[C@@H]1CN([C@@H](C)CO)C(=O)c2cccc(NC(=O)NC3CCCCC3)c2O[C@H]1CN(C)Cc1ccc(C(F)(F)F)cc1 | 15 | 0.0
N#C[C@H]1[C@H](c2ccc(-c3cccc(F)c3)cc2)[C@@H](CO)N1C(=O)CN1CCOCC1 | -1 | 0.0
COc1cccc(CN2CC3(CCN(S(C)(=O)=O)CC3)c3c(n(C)c4cc(OC)ccc34)[C@@H]2CO)c1 | -5 | 0.0
O=S(=O)(c1ccc(F)cc1)N1C[C@@H]2[C@H](c3ccccc31)[C@H](CO)N2Cc1ccccc1Cl | 13 | 0.0
COc1ccc(NC(=O)N(C)C[C@@H]2Oc3ccc(NC(=O)CCN4CCOCC4)cc3C(=O)N([C@@H](C)CO)C[C@@H]2C)cc1 | -51 | 0.0
CC(C)(C)[S@@](=O)N1Cc2cc(C(=O)N[C@H]3CCN(Cc4ccccc4)C3)nc(-c3cccc(-c4cccnc4)c3)c2[C@H]1CCO | 37 | 0.1
COc1ccccc1CNC(=O)C[C@@H]1C[C@@H]2c3cc(NC(=O)C4CCC4)ccc3O[C@@H]2[C@@H](CO)O1 | 12 | 0.0
CCCC#Cc1ccc([C@@H]2[C@H]3CN(C(=O)c4cccnc4)CC(=O)N3[C@H]2CO)cc1 | -3 | 0.0
O=C(C[C@H]1CC[C@H]2[C@@H](COC[C@@H](O)CN2CCC(F)(F)F)O1)NCc1ccc2c(c1)OCO2 | -6 | 0.0
C[C@@H]1CN([C@@H](C)CO)S(=O)(=O)c2ccc(C#CC3(O)CCCC3)cc2O[C@H]1CN(C)C(=O)Nc1cccc(F)c1 | 0 | 0.0
O=C(C[C@@H]1C[C@@H]2c3cc(NC(=O)c4cccnc4)ccc3O[C@@H]2[C@@H](CO)O1)NCc1cc(F)ccc1F | 17 | 0.0
C[C@H](CO)N1C[C@H](C)[C@@H](CN(C)C(=O)[C@@H]2CCCN2C)OCc2ccccc2-c2ccccc2C1=O | -18 | 0.0
N#C[C@@H]1[C@H](c2ccccc2)[C@@H](CO)N1C(=O)CCN1CCCCC1 | 9 | 0.0
O=C(NCC[C@@H]1CC[C@H](NC(=O)c2ccccc2F)[C@@H](CO)O1)c1cnccn1 | 36 | 0.0
Cc1noc(C)c1S(=O)(=O)N(C)C[C@@H]1OCCCC[C@H](C)Oc2ccc(NC(=O)CCC(F)(F)F)cc2C(=O)N([C@@H](C)CO)C[C@H]1C | 10 | 0.0
COCCNC[C@@H]1[C@H](c2ccccc2)[C@H](CO)N1c1nc(C)c(C)s1 | -51 | 0.0
COc1ccc2c3c([nH]c2c1)[C@@H](CO)N(S(C)(=O)=O)CC31CCN(CC2CCCC2)CC1 | -12 | 0.0
C[C@@H]1CN([C@H](C)CO)C(=O)c2c(c3ccccc3n2C)-c2ccccc2CO[C@@H]1CN(C)S(=O)(=O)c1ccccc1C#N | -32 | 0.0
CC(C)(C)[S@@](=O)N1Cc2cc(C(=O)NCc3ccccc3F)nc(-c3cccc(-c4cncnc4)c3)c2[C@H]1CCO | -88 | 0.0
CN1C(=O)c2cc(NC(=O)Cc3cccs3)ccc2OC[C@H]2O[C@@H](CC(=O)NCC3CCCCC3)CC[C@H]21 | 7 | 0.0
O=C(C[C@H]1CC[C@@H](NC(=O)c2cccnc2)[C@@H](CO)O1)NCc1ccc(Cl)c(Cl)c1 | 26 | 0.0
COCC(=O)N(C)C[C@H]1[C@H](c2ccccc2)[C@H](CO)N1C(=O)Cc1ccncc1 | 12 | 0.0
O=C(c1cccc(F)c1)N1CCCCN2[C@H](CO)[C@@H](c3ccc(C#CC4(O)CCCC4)cc3)[C@H]2C1 | 4 | 0.0
COc1ccccc1NC(=O)N1C[C@H](O)COC[C@@H]2O[C@@H](CC(=O)NCCc3ccncc3)CC[C@H]21 | 11 | 0.0
CCCNC(=O)N[C@H]1C=C[C@H](CC(=O)N2CCN(C)CC2)O[C@H]1CO | -5 | 0.0
O=C(CC1CC1)N1CC(=O)N2[C@@H](CO)[C@@H](c3ccc(C#Cc4cccc(F)c4)cc3)[C@@H]2C1 | -3 | 0.0
C[C@@H]1CN([C@@H](C)CO)C(=O)Cc2cc(NC(=O)CCN3CCOCC3)ccc2O[C@H]1CN(C)Cc1ccc(C(=O)O)cc1 | -13 | 0.0
CO[C@H]1CN(C)C(=O)c2ccc(NC(=O)c3nc4ccccc4s3)cc2OC[C@H](C)N(Cc2cccnc2)C[C@H]1C | 5 | 0.0
CC=Cc1ccc2n(c1=O)C[C@@H]1[C@@H](CO)[C@H](C(=O)N3CCOCC3)[C@H]2N1CC1CCCC1 (mixture of isomers) | -15 | 0.0
CO[C@@H]1CN(C)C(=O)c2ccc(NC(=O)C3CCC3)cc2OC[C@H](C)N(Cc2ccccn2)C[C@@H]1C | 30 | 0.0
COCCNC(=O)C[C@@H]1CC[C@H]2[C@@H](COC[C@H](O)CN2Cc2ccc(Cl)c(Cl)c2)O1 | 14 | 0.0
C[C@@H]1CN([C@@H](C)CO)C(=O)c2c(c3ccccc3n2C)-c2ccccc2CO[C@@H]1CN(C)C(=O)[C@H](Cc1ccccc1)N(C)C | -15 | 0.3
C[C@@H]1CN([C@H](C)CO)C(=O)c2cccc(NC(=O)c3ccc(-c4nccs4)cc3)c2O[C@H]1CN(C)C(=O)Nc1ccc(C(F)(F)F)cc1 | 18 | 0.0
O=C(c1ccccn1)N1C[C@H]2[C@@H](c3ccccc31)[C@H](CO)N2C(=O)Nc1ccccc1Cl | -1 | 0.0
N#C[C@H]1[C@@H](c2ccccc2/C=C/c2ccccc2)[C@@H](CO)N1S(=O)(=O)c1cccc(F)c1 | -59 | 0.0
CCS(=O)(=O)N1CC2(CN(Cc3ccccc3F)[C@@H](CO)c3[nH]c4cc(OC)ccc4c32)C1 | -29 | 0.0
COc1ccc(-c2cn(CC[C@@H]3CC[C@@H](NC(=O)c4cnccn4)[C@H](CO)O3)nn2)cc1 | 4 | 0.0
CN(C)C(=O)c1cccc(-c2ccc(C3[C@@H]4CN(C(=O)Cc5ccccc5)C[C@H]3N4)cc2)c1 (some centres undefined) | -42 | 0.0
CCS(=O)(=O)N1CC2(C1)[C@@H](c1ccccc1)[C@@H](CO)N2C(=O)c1ccccc1 | -18 | ·
COCC(=O)N1[C@H](CO)[C@@H](c2ccccc2C2=CCCC2)[C@@H]1C#N | -10 | 0.0
CC(C)(O)C#Cc1ccc([C@H]2[C@@H](CO)N3CCCCN(S(C)(=O)=O)C[C@@H]23)cc1 | 25 | 0.0
O=C(Nc1cc(F)ccc1F)N[C@@H]1CC[C@H](CCn2cc(C3CCCCC3)nn2)O[C@@H]1CO | 31 | 0.0

A different layout for part of the listing above.
O=C(c1ccccn1)N1C[C@H]2[C@@H](c3ccccc31)[C@H](CO)N2C(=O)Nc1ccccc1Cl
- YAP1 CTGF inhibition: -1
- Pax4 mRNA alpha TC1: 0.0

N#C[C@H]1[C@@H](c2ccccc2/C=C/c2ccccc2)[C@@H](CO)N1S(=O)(=O)c1cccc(F)c1
- YAP1 CTGF inhibition: -59
- Pax4 mRNA alpha TC1: 0.0

CCS(=O)(=O)N1CC2(CN(Cc3ccccc3F)[C@@H](CO)c3[nH]c4cc(OC)ccc4c32)C1
- YAP1 CTGF inhibition: -29
- Pax4 mRNA alpha TC1: 0.0

COc1ccc(-c2cn(CC[C@@H]3CC[C@@H](NC(=O)c4cnccn4)[C@H](CO)O3)nn2)cc1
- YAP1 CTGF inhibition: 4
- Pax4 mRNA alpha TC1: 0.0

Following part:
Values run as follows: YAP1 CTGF inhibition	Pax4 mRNA alpha TC1
O=C1N[C@H](c2ccccc2)COCc2cn(nn2)CC[C@H]1Cc1ccc(C(F)(F)F)cc1
  -25	0.0
CCC(=O)N1C[C@H](C)[C@H](OC)CN(C)C(=O)c2cc(NC(=O)Nc3ccc(Cl)cc3)ccc2OC[C@H]1C
  8	0.0
CCCC(=O)Nc1ccc2c(c1)C(=O)N(C)C[C@H](OC)[C@@H](C)CN(Cc1ccc(F)cc1)[C@@H](C)CO2
  10	0.0
N#C[C@@H]1[C@@H](c2ccccc2)[C@@H](CO)N1C(=O)c1ccc2c(c1)OCO2
  -17	0.0
C[C@H](O)C#Cc1ccc([C@@H]2[C@@H](CO)N3CCCCN(CC4CC4)C[C@H]23)cc1
  -23	0.0
COCCNC(=O)C[C@H]1CC[C@H]2[C@@H](COC[C@@H](O)CN2Cc2ccc(Cl)c(Cl)c2)O1
  11	0.0
CNC[C@H]1Oc2c(NC(=O)Nc3cccc4ccccc34)cccc2C(=O)N([C@@H](C)CO)C[C@H]1C
  -3	0.0
CCS(=O)(=O)Nc1ccc2c(c1)C(=O)N(C)[C@@H]1CC[C@@H](CC(=O)N[C@H]3CCN(Cc4ccccc4)C3)O[C@@H]1CO2
  3	0.0
Cc1noc(C)c1NC(=O)Nc1ccc2c(c1)C(=O)N([C@H](C)CO)C[C@H](C)[C@H](CN(C)Cc1ccc3c(c1)OCO3)OCCCC[C@H](C)O2
  -7	0.0
CCCNC(=O)Nc1ccc2c(c1)OC[C@H](C)N(Cc1cncnc1)C[C@@H](C)[C@@H](OC)CN(C)C2=O
  -21	0.0
O=C(Nc1ccccc1F)N1CC(=O)N2[C@@H](CO)[C@@H](c3ccc(-c4cccnc4)cc3)[C@@H]2C1
  2	0.0
COc1cccc(S(=O)(=O)N(C)C[C@H]2OCc3ccccc3-c3c(n(C)c4ccccc34)C(=O)N([C@@H](C)CO)C[C@@H]2C)c1
  -14	0.0
COc1cccc(S(=O)(=O)N[C@@H]2CC[C@H](CC(=O)NC3Cc4ccccc4C3)O[C@H]2CO)c1
  4	0.0
COc1ccccc1CN1[C@@H]2CNC[C@H]1C2c1ccc(/C=C/c2ccccc2)cc1 (some centres undefined)
  -41	0.0
CN1C[C@@H]2[C@H](c3ccccc31)[C@H](CO)N2C(=O)c1cccnc1
  -31	0.0
O=C(C[C@@H]1CC[C@H]2[C@@H](COC[C@H](O)CN2C(=O)Nc2ccccc2)O1)NCc1ccccc1F
  11	0.0
CC[C@H]1CC=CC[C@@H](C)Oc2ccccc2C(=O)N(C)[C@H](C)C(=O)N1 (mixture of isomers)
  1	0.0
CCCC(=O)Nc1ccc2c(c1)C(=O)N(C)[C@H]1CC[C@@H](CC(=O)N3CCCCC3)O[C@H]1CO2
  -63	0.0
O=S(=O)(c1ccccc1)N1[C@@H]2CNc3ccccc3[C@@H]2[C@@H]1CO
  -18	0.0
COc1ccc([C@@H]2CC=CC[C@H](C)Oc3ccccc3C(=O)N(C)[C@@H](Cc3ccccc3)C(=O)N2)c(OC)c1 (mixture of isomers)
  19	0.1
C[C@H](CO)N1C[C@H](C)[C@H](CN(C)C(=O)Nc2ccc(F)cc2)Oc2ccc(NC(=O)c3ccncc3)cc2CC1=O
  14	0.0
Cc1cc(C(=O)Nc2cccc3c2O[C@H](CN(C)C)[C@H](C)CN([C@@H](C)CO)C3=O)n(C)n1
  -23	0.0
COCCN(C[C@H]1[C@H](c2ccccc2)[C@H](CO)N1C(C)=O)C(=O)c1cccnc1
  -31	0.0
O=C(Nc1ccccc1)N1CC(=O)N2[C@H](CO)[C@H](c3ccc(C#CC4CCCCC4)cc3)[C@H]2C1
  1	0.0
Cc1noc(C)c1S(=O)(=O)N(C)C[C@@H]1Oc2c(NS(=O)(=O)c3cn(C)cn3)cccc2C(=O)N([C@H](C)CO)C[C@@H]1C
  23	0.0
CO[C@@H]1CN(C)C(=O)c2cc(NS(C)(=O)=O)ccc2OC[C@H](C)N(C(=O)C2CCOCC2)C[C@H]1C
  4	0.0
COc1ccc2c3c(n(C)c2c1)[C@@H](CO)NCC31CCN(C(=O)Nc2ccc3c(c2)OCO3)CC1
  17	0.0
C[C@H](CO)N1C[C@H](C)[C@H](CN(C)S(=O)(=O)c2ccc(F)cc2)OCCCC[C@H](C)Oc2ccc(NC(=O)CCCCCC(=O)Nc3ccccc3N)cc2C1=O
  -35	0.0
CO[C@H]1CN(C)C(=O)c2cc(NC(=O)c3cnccn3)ccc2OC[C@@H](C)NC[C@H]1C
  0	0.0
COc1ccc2c3c([nH]c2c1)[C@H](CO)N(C)CC31CCN(C(=O)c2ccccc2F)CC1
  -44	0.0
CN(C)C(=O)c1cccc(-c2ccc([C@H]3[C@H]4CN(C(=O)C5CCC5)CC(=O)N4[C@H]3CO)cc2)c1
  2	0.0
C[C@@H]1CN([C@H](C)CO)C(=O)c2cc(N(C)C)ccc2O[C@@H]1CN(C)Cc1ccc(Oc2ccccc2)cc1
  -3	0.1
